tim23-1 inh: tim23-1 yeast growth inhibition; AID 463212; S. cerevisiae tim23-1 growth, BacTiter-Glo luminescence, 24 h; actives 1.3% (n = 330,000); inhibition, % at 20 µM;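 active = growth inhibition of the mutant yeast at or above 50%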;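 also: temperature-sensitive mutant grown at 25 °C; plate controls were DMSO-treated mutant yeast for no effect and medium wells lacking yeast for full effect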
UPR CHOP act: apoptotic UPR (CHOP) activation | actives 0.34% (n = 330,000) | AID 449763 | CHO-CHOP luciferase reporter, luminescence; percent of tunicamycin response over DMSO baseline | activation, % at 10 µM;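 active = at 10 µM dose, activation of 40% or more, normalized to positive control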;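 also: 100% = tunicamycin at 10 µg/mL and 0% = DMSO alone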
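measured by = luciferase luminescence | assay system = CHO-CHOP cells, stable luciferase reporter of PERK-eIF2a-CHOP signalling | amount = 500 reporter cells seeded per well | timing = 6 h compound exposure at 37 °C after overnight seeding | controls = positive tunicamycin 10 µg/mL, negative DMSO alone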
UPR XBP1 act: activators of adaptive arm of unfolded protein response (XBP1). CHO-XBP1 luciferase reporter, IRE1-XBP1 UPR activation, luminescence; percent of tunicamycin response, DMSO as zero. activation, % at 20 µM. actives 0.33% (n = 330,000);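 active = versus positive control, 20 µM dose yields 30% or more activation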;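 also: 100% = tunicamycin at 10 µg/mL and 0% = DMSO only wells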
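Material: CHO cell line with stable XBP1 luciferase reporter; schedule: 16-18 h cell attachment at 37 °C, then 6 h compound exposure; signal: glow luminescence from Steady-Glo reagent; medium: serum-containing F12 medium, 10% FBS; benchmarks: tunicamycin 10 µg/mL and vehicle-only wells; read-out: percent activation relative to tunicamycin reference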
GRIN3A LBD mod: modulates the human NR3A ligand-binding domain; actives 2.5% (n = 340,000); Tm shift relative to glycine control, % at 25 µM; NR3A LBD differential scanning fluorimetry, Tm shift; 0% = protein alone, 100% = glycine-bound protein; AID 1259313;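 active = melting temperature shift of at least 10% of the positive control shift, at one fixed dose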
Mdm2 MdmX PPI: human Mdm2/MdmX binding inhibition; O15151+Q00987; SaOS-2 split-luciferase Mdm2/MdmX complementation, luminescence; inhibition, % at 8 µM; actives 3% (n = 330,000); AID 485346;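 active = inhibition of at least 50% at 8 µM in the primary screen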
Target sequence (O15151 whole entry, looked up): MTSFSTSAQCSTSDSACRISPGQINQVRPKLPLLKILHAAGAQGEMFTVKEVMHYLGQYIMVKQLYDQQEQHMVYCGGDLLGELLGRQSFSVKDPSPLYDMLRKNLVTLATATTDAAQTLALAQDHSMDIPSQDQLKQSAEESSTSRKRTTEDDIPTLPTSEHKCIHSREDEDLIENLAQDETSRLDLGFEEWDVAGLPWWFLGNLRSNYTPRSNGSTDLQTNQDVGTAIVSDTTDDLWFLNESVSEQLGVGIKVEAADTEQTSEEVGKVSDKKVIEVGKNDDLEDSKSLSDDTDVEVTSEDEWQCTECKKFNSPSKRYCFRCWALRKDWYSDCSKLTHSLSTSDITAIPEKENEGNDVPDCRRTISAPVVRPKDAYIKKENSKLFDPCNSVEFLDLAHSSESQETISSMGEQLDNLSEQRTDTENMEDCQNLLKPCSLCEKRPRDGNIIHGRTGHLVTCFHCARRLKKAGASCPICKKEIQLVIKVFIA
Target sequence (Q00987 whole entry, looked up): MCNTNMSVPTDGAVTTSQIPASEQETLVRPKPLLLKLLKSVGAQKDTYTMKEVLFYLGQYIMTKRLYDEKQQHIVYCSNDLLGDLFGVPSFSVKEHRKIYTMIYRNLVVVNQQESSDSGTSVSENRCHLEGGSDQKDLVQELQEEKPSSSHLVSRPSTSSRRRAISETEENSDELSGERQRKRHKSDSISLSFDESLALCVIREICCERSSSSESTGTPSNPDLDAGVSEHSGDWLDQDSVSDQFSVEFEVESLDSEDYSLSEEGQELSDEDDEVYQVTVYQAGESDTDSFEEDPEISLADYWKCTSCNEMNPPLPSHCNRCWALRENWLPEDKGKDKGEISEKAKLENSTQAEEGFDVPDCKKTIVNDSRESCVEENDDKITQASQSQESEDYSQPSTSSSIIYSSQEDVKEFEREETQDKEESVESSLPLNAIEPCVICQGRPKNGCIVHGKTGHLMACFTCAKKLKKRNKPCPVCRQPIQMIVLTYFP
APJ ag: APJ receptor agonism. P35414. activation, % at 20 µM. actives 0.11% (n = 330,000). CHO-K1 APJ PathHunter beta-arrestin, luminescence; 0% DMSO wells, 100% apelin;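 active = activation more than six SD over the plate average, tested at 20 µM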;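 also: 0% = DMSO alone and 100% = apelin-13 at 10 nM; some results filed as inactive read as strong as hits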
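system = engineered CHO-K1 APJ arrestin reporter cells | input = 1000 cells per well | timing = overnight seeding, 90 min compound at 25 °C, 1 h detection | measured by = enzyme-fragment complementation luminescence | read-out = beta-arrestin recruitment to APJ as agonist activity, luminescent signal | control set = negative DMSO alone, positive Apelin-13 at 10 nM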
tim10-1 inh: growth inhibitors of tim10-1 mutant yeast; inhibition, % at 20 µM; S. cerevisiae tim10-1 ts strain growth, BacTiter-Glo, 24 h; actives 2.2% (n = 330,000);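 active = inhibition of at least 40%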;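 also: mutant grown at 25 °C; 0% = DMSO wells with yeast and 100% = wells holding no yeast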
TIM10 inh: inhibits growth of TIM10 yeast strain | S. cerevisiae TIM10 strain growth, BacTiter-Glo luminescence, 24 h | inhibition, % at 10 µM | actives 1.4% (n = 330,000);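 active = inhibition of 40% or more at the single tested concentration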;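 also: wild-type TIM10 isogenic control strain grown at permissive 25 °C; 0% = DMSO yeast wells and 100% = minimal medium wells without yeast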
NALP3 yeast inh: NALP3 inhibition in yeast; Yeast reconstituted NLRP3/ASC/caspase-1, beta-gal luminescence, 24 h; inhibition, % at 10 µM; actives 0.39% (n = 330,000);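 active = inhibition of 50% or more; inactive = inhibition below 50%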;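 also: plate controls were induced DMSO wells for no effect and uninduced yeast grown without galactose for full effect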
An asterisk follows results filed as active; · = not tested or not shown.

SMILES	tim23-1 inh	UPR CHOP act	UPR XBP1 act	GRIN3A LBD mod	Mdm2 MdmX PPI	APJ ag	tim10-1 inh	TIM10 inh	NALP3 yeast inh
Cc1noc(C)c1S(=O)(=O)Nc1ccc2c(c1)C(=O)N([C@H](C)CO)C[C@H](C)[C@@H](CN(C)C(=O)Nc1ccc3c(c1)OCO3)O2	5	0.1	-2	-1	18	-3	23	2	2
CCCC(=O)N1CCN(c2nc(CC(C)C)c3c(c2C#N)CCC3)CC1	38	2.8	1	1	10	3	23	25	9
CN1CCc2c(sc3c2c(NCc2ccco2)nc2nnnn23)C1	12	1.9	-2	0	-5	8	22	19	13
Cc1c(Cl)cccc1NC(=O)c1cccc(NC(=O)CCC(=O)O)c1	-6	2.5	-3	-6	14	-3	-25	12	24
CC(=O)c1cc(CN2CCC(N3CCC(C(=O)NC(C)C)CC3)CC2)cs1	8	0.1	-1	1	10	-2	6	1	10
CC(C)c1nnc(NC(=O)C2CCCN(C(=O)Nc3ccc(F)cc3)C2)s1 (stereo unspecified)	-6	0.8	-4	0	25	-2	-24	2	17
FC(F)(F)c1ccc(/C=N/n2c(C3CCCCC3)n[nH]c2=S)cc1	64*	0.2	0	4	-26	-2	37	26	33
Cc1ccnc(NC(=O)CCC(=O)N(CC(=O)NCC2CCCO2)Cc2ccc(F)cc2)c1 (stereo unspecified)	-15	0.2	1	11*	6	-2	-15	3	8
Cc1cc(C(=O)Nc2ccc([N+](=O)[O-])cn2)cs1	24	7.3	-4	0	-46	1	16	8	-2
Cc1ccc2nc(N=C(N)N)nc(C)c2c1	13	-1.0	-3	0	51*	-1	13	3	-5
COCCN(C(=O)CN1CCCc2ccccc21)c1c(N)n(Cc2ccccc2)c(=O)[nH]c1=O	17	0.6	0	0	-8	-2	2	12	10
Cc1c(NC(=O)CSc2nnc(-c3ccncc3)o2)c(=O)n(-c2ccccc2)n1C	17	0.5	-3	0	-2	1	1	23	17
CCn1c(CNC(=O)c2ccc(Cl)cc2)nnc1SCC(=O)NC1=NCCS1	-6	0.3	-2	0	6	0	11	1	12
O=C(Nc1cnccn1)Nc1cccc(Cl)c1Cl	4	0.4	1	-2	77*	-3	5	11	9
Cc1nn(C)c(Cl)c1CN1CCC(Oc2ccc(C(=O)N3CCCC3)cc2)CC1	6	2.9	-3	13*	24	-5	-1	-4	8
COc1ccc(CC(=O)c2ccc(OC3OC(CO)C(O)C(O)C3O)cc2O)cc1 (stereo unspecified)	10	2.7	5	0	8	-2	-83	13	-5
O=C(Cn1cnc2c(NCc3ccccc3)ncnc21)NCc1ccccn1	22	3.2	2	0	18	·	12	-13	·
CCc1c(C)sc(NC(=O)c2cccs2)c1C(N)=O	33	5.5	5	3	-31	-5	24	10	25
CC1CC(=O)Nc2ccccc2N1C(=O)CSc1ccc2ccccc2n1 (stereo unspecified)	-1	1.1	-3	-4	27	-1	-5	2	19
CC(C)(C)CC(=O)O/N=C(\N)c1ccccn1	11	-2.8	-4	-3	-34	2	17	-2	19
Cc1ccc(C(=O)Nc2cc(Cl)ccc2Oc2ccccc2)cc1[N+](=O)[O-]	9	3.5	1	1	-8	3	2	6	24
NCCCCCc1nnc(SC/C=C/c2ccccc2)o1	8	-2.4	0	-1	3	-5	23	-15	26
CCN(CC)CCn1c(=S)[nH]c2ncccc2c1=O	3	-1.6	0	0	14	-3	6	4	7
Cc1cc(-c2ccc(C)c(S(=O)(=O)N3CCN(c4ccccn4)CC3)c2)on1	39	-0.4	-3	-3	13	5	42*	18	20
O=C(O)c1ccc(CSc2nnc(-c3ccccc3Cl)n2-c2ccccc2)cc1	14	-0.6	-4	-1	22	-5	13	5	15
CCOC(=O)c1ccc(NC(=O)NC2CCN(CC(=O)NCc3ccc4c(c3)OCO4)CC2)cc1	-64	3.7	0	-1	-14	0	-44	-83	1
COCCNC(=O)c1ccc(CS(=O)(=O)c2ccc(OC)cc2)o1	3	-0.3	6	2	20	-2	-15	4	18
COC(=O)Nc1nn(-c2ccc(C)cc2)c(=O)c(C#N)c1C	-4	1.6	-1	0	-11	-1	11	-11	-10
Cc1nn(C)c(C)c1CNC(=O)Nc1cccc(Cl)c1	4	4.3	1	0	-40	-3	8	-3	-6
CC(Cl)C(=O)Nc1cc(C(F)(F)F)ccc1N1CCOCC1 (stereo unspecified)	1	0.0	0	0	24	0	4	10	-3

Single records, from the list above. Order of screens: tim23-1 inh | UPR CHOP act | UPR XBP1 act | GRIN3A LBD mod | Mdm2 MdmX PPI | APJ ag | tim10-1 inh | TIM10 inh | NALP3 yeast inh
Cc1ccc(C(=O)Nc2cc(Cl)ccc2Oc2ccccc2)cc1[N+](=O)[O-] is listed as 9 | 3.5 | 1 | 1 | -8 | 3 | 2 | 6 | 24
Cc1nn(C)c(C)c1CNC(=O)Nc1cccc(Cl)c1 is listed as 4 | 4.3 | 1 | 0 | -40 | -3 | 8 | -3 | -6
O=C(Cn1cnc2c(NCc3ccccc3)ncnc21)NCc1ccccn1 is listed as 22 | 3.2 | 2 | 0 | 18 | · | 12 | -13 | ·
NCCCCCc1nnc(SC/C=C/c2ccccc2)o1 is listed as 8 | -2.4 | 0 | -1 | 3 | -5 | 23 | -15 | 26
CC(Cl)C(=O)Nc1cc(C(F)(F)F)ccc1N1CCOCC1 (stereo unspecified) is listed as 1 | 0.0 | 0 | 0 | 24 | 0 | 4 | 10 | -3

(next part)
SMILES	tim23-1 inh	UPR CHOP act	UPR XBP1 act	GRIN3A LBD mod	Mdm2 MdmX PPI	APJ ag	tim10-1 inh	TIM10 inh	NALP3 yeast inh
COc1ccc(CC(=O)OCC(=O)NCc2ccc3c(c2)OCO3)cc1OC	24	2.4	-1	3	-1	-4	10	-5	5
CN1CCN(C(=O)/C(=C/c2ccc(N(C)C)cc2)NC(=O)c2ccccc2)CC1	16	1.4	2	-2	11	-1	7	-1	12
CCCc1nn(C)c(C(=O)Nc2ccc(C(C)(C)C)cc2)c1Cl	26	-2.3	0	-10	3	2	19	6	23
O=S(=O)(Nc1ccccc1)c1ccc2c(c1)CCO2	1	-0.9	0	2	19	-4	-5	0	7
CCc1cccc(CC)c1NC(=O)c1cc(CN2C(=O)c3ccccc3C2=O)ccc1OC	32	2.4	-2	-2	-29	-2	28	29	10
O=C(CSc1ccc2ccccc2n1)NCCC1=CCCCC1	26	-2.6	0	-3	4	-4	19	-2	17
NC(=O)NC(Cc1ccccc1)C(=O)N1CCN(S(=O)(=O)c2ccc(Cl)cc2)CC1 (stereo unspecified)	3	-1.6	0	0	-10	2	14	3	8
Cc1nnc(NC(=O)CSc2nnc(CCNC(=O)c3ccccc3F)n2C)s1	-5	-1.0	-3	1	0	-3	-17	10	8
CCN(CC)CCN(CC(=O)N(C1CCCCC1)C1CCCCC1)C(=O)c1ccco1	2	-0.5	2	-2	22	-2	3	7	-1
CC(NC(=O)CN1C(=O)NC(C)(c2cccc3ccccc23)C1=O)c1ccccc1 (stereo unspecified)	13	0.0	-1	-3	3	-3	-13	15	9
Cc1ccc(-c2nn(-c3cccc(F)c3)cc2CN(Cc2nccn2C)C(C)C)o1	41	6.6	0	1	13	-4	35	16	28
CCCOc1ccc(N2C(=O)CC(S/C(N)=N/N=C(\C)c3cccs3)C2=O)cc1 (stereo unspecified)	3	-1.0	-1	·	18	-5	1	-10	15
COc1ccc(NC(=O)Cn2nnc(C(=O)NCc3cccs3)c2N)cc1Cl	-19	0.4	-3	-1	42	-4	-12	-29	13
C=C(C)c1cccc(C(C)(C)NC(=O)N2CCN(CC)CC2)c1	4	-0.6	1	0	3	-5	3	5	-8
Cc1cc(Br)ccc1NS(=O)(=O)c1c(C)[nH]c(=O)[nH]c1=O	1	-3.1	-6	0	-13	0	18	13	5
CCN(CC)C(=O)C1CCCN(Cc2nc(-c3cnccn3)no2)C1 (stereo unspecified)	6	-0.9	-2	-2	-19	-4	3	11	3
COC(=O)c1sccc1NC(=O)c1ccc(OC)cc1	30	2.8	6	3	-27	1	32	14	37
CCCC(=O)OCCn1c(Br)nc2c1c(=O)[nH]c(=O)n2C	-1	-0.6	-1	-3	2	-4	3	-15	-5
CC(=O)N/C(=C/c1ccc2c(c1)OCO2)C(=O)NCCCO	5	-0.7	-2	1	-25	-5	8	5	8
c1ccc(Nc2cc(Nc3ccccc3)[nH]n2)cc1	46	-1.4	6	-3	-4	0	26	31	19
CCOCCCNC(=O)C1(O)c2ccccc2NC(=O)N1c1ccc(Cl)cc1 (stereo unspecified)	8	-0.4	2	12*	9	0	3	0	6
COc1ccc(NC(=O)CSc2nnc(CNC(=O)c3ccco3)o2)c(OC)c1	5	-0.4	2	3	-16	1	17	-6	2
O=C(c1ccc2c(c1)OCO2)N1CCN(c2ccccc2)CC1	8	0.1	-1	0	9	-2	12	-2	0
CCNc1nc(SC)nc(N(C#N)CC(=O)OC)n1	10	-2.6	-2	0	19	-7	2	2	18
Cc1ccc(-n2nc3c(c2NC(=O)CC(C)C)CS(=O)(=O)C3)c(C)c1	-2	-2.0	0	-1	24	0	5	-3	2
COCCn1c(SCC(=O)c2c(N)n(C3CC3)c(=O)[nH]c2=O)nc2ccccc21	-7	0.6	-2	1	18	0	-1	-1	15
Cc1ccccc1NS(=O)(=O)c1ccc(C)c(NS(C)(=O)=O)c1C	-1	-0.4	-4	0	-2	-2	-3	-17	7
Cc1ccc2[nH]c(C)c(/C=C/c3cc[n+](C)cc3)c2c1	27	-1.0	-3	2	74*	-3	51*	33	13
Cc1cccc(Oc2ccc3c(c2)cc(C(=O)O)n3C)c1	9	2.3	-5	3	16	0	-1	-5	5
NS(=O)(=O)c1ccc(CCNC(=O)CNCCc2ccc(C(F)(F)F)cc2)cc1	7	0.9	-4	2	8	-5	-4	11	8
CC1(c2ccccc2)NC(=O)N(CC(=O)Nc2nc(-c3ccccn3)cs2)C1=O (stereo unspecified)	11	1.9	-3	-2	27	6	3	4	3
COC(=O)c1ccc(Cn2cnc3c(cnn3-c3ccc(Cl)cc3)c2=O)o1	1	-0.8	-2	1	19	-3	15	-22	32
CCn1c(C)cc(C(=O)COC(=O)c2cccnc2SC)c1C	33	0.7	-4	-6	-197	-3	20	17	23
CCCCN=C1CC(C)(C)CC(=O)/C1=C(/O)CCC	22	0.2	-2	0	20	-2	12	12	17
CC(=O)c1ccc(N2CCN(C(=S)Nc3cc(C)ccc3C)CC2)cc1	5	-0.1	-1	-1	-5	-2	16	15	-5
CCOC(=O)c1ccc(Oc2nc(NC(C)(C)C)nc(N(C)C)n2)cc1	30	-0.5	-1	1	44	-5	20	24	14
Cc1nn(Cc2ccc(F)cc2)c(C)c1NC(=O)CCCn1nc([N+](=O)[O-])cc1C	7	3.6	2	-1	-16	0	-17	-24	-9
COc1cc2ncnc(Nc3ccc4c(c3)OCO4)c2cc1OC	33	3.1	0	-1	15	-3	2	-3	-1
CCc1cccc(OCC(O)Cn2c(N3CCCCC3)nc3c2c(=O)[nH]c(=O)n3C)c1 (stereo unspecified)	34	0.3	-3	1	1	3	8	16	13
C[C@@H](O)C1NC(=O)[C@H](CCCCN)NC(=O)c2cc([N+](=O)[O-])cc(I)c2OCC[C@@H](C(N)=O)NC1=O (stereo partly specified)	5	-0.3	-2	-2	6	9	-5	13	7
